Screens: PubChem BioAssay, several laboratories
KOR beta-arrestin-1 – kappa opioid receptor activators – cell-based, luminescence, uHTS, primary screen (AID 1777); actives 0.02% (n = 280,000); KOR beta-arrestin recruitment, luminescence; higher % means a stronger effect; activation, % at 10 µM, or EC50 in µM where a hit was titrated; in the data active = activation above about 50%, passing the limit was not always enough; also: a part of the inactive calls stands beside numbers as strong as those of hits
GPR55 beta-arrestin – selective activators of receptor GPR55 – imaging, U2OS cells, beta-arrestin-GFP redistribution, primary screen (AID 1961) | U2OS GPR55 beta-arrestin-GFP redistribution imaging; higher % means a stronger effect | actives 0.048% (n = 290,000) | one-dose activation, % at 10 µM; EC50 in µM for titrated hits;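 active = activation above 40% with more than 50 cells counted in the well; inconclusive = wells holding fewer than 50 cells, flagged as toxic or sparse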;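 also: U2OS osteosarcoma cells stably expressing GPR55 and beta-arrestin-GFP; plate controls were DMSO negative control for no effect and LPI positive control for full effect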
Dynein transport – blocks dynein driven cargo transport along microtubules; AID 1381; z-score, hits read low; actives 0.47% (n = 220,000); 3617.4 mouse cells, GR-EGFP nuclear translocation imaging; test concentration mostly 20 µM; stimulated with dexamethasone, 1 µM; stronger effect = lower value;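 active = plate z-score of nuclear minus cytoplasmic receptor signal below a set negative limit, without overly bright fluorescence or cell loss, cut at about -3.5 in these data, passing the limit was not always enough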;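 also: z-score of nuclear minus cytoplasmic ring GR-EGFP intensity difference per well; some compounds called inactive have numbers as strong as hits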
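Also added – dexamethasone, 1.0 µM final · Buffer or medium – tet-free, stripped-serum medium · Schedule – induction 48 h, compound 1 h, agonist 30 min · Detection – formaldehyde fixation, Hoechst nuclear stain, 10x automated fluorescence imaging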
M1AAP inhibition – P. falciparum M1AAP inhibitors, biochemical, fluorogenic H-Leu-NHMec substrate, 1536-well (AID 1445); actives 0.42% (n = 220,000); recombinant M1AAP, H-Leu-NHMec fluorogenic kinetic assay; higher % means a stronger effect; inhibition, % at 30 µM; hits with a dose series show IC50 in µM;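 active = primary inhibition above the hit cutoff, then over 50% inhibition at one or more dose response concentrations, cut at about 23% in these data, passing the limit was not always enough; inconclusive = conflicting primary data, or primary hits not chosen for dose response; inactive = low primary inhibition, or under 50% at every dose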;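 also: plate controls were DMSO full reaction for no effect and no enzyme background for full effect; strong numbers were not always called active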
AID2073 – disruptors of CaV2.2 binding to Mint1 – biochemical, HTRF (AID 2073); actives 0.19% (n = 290,000); inhibition, % at 20 µM; hits with a dose series show IC50 in µM; HTRF protein-protein interaction, Mint1-CaV2.2; higher % means a stronger effect; in the data active = inhibition mostly above about 51%, no sharp cut-off; inconclusive = no clear call, values can overlap the other calls; inactive = mostly below about 53%; also: some results filed as inactive read as strong as hits
NOD1 NF-kB reporter – inhibition of NOD1-driven NF-kB reporter – cell-based, luminescence, uHTS, primary screen (AID 1578). actives 1% (n = 290,000). NOD1-driven NF-kB luciferase reporter cells, luminescence; higher % means a stronger effect. one-dose inhibition, % at 4 µM; EC50 in µM for titrated hits; in the data active = inhibition mostly above about 36%, no sharp cut-off; inactive = mostly below about 34%;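 also: HEK-293T reporter cells stimulated with the NOD1 agonist gamma-tri-DAP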
M17LAP inhibition – P. falciparum M17LAP inhibitors, primary screen, biochemical, fluorogenic H-Leu-NHMec substrate, 1536-well (AID 1619); inhibition, % at 30 µM; hits with a dose series show IC50 in µM; recombinant M17LAP, H-Leu-NHMec fluorogenic kinetic assay; higher % means a stronger effect; actives 0.38% (n = 220,000);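 active = compound inhibiting the enzyme by more than half at any dose during confirmatory dose-response retesting; inconclusive = strong single-dose inhibitors picked by rank but not retested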;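 also: plate controls were full reaction with DMSO carrier for no effect and no enzyme background for full effect; strong numbers were not always called active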
HEK293 NOD2/NF-kB – inhibition of NOD2-driven NF-kB reporter – cell-based, luminescence, uHTS, HEK293 (AID 1566) | one-dose inhibition, % at 4 µM; EC50 in µM for titrated hits | actives 0.63% (n = 290,000) | HEK293 NOD2/NF-kB luciferase reporter, luminescence; higher % means a stronger effect; also: many of its hits are not listed in these tables
KOR beta-arrestin-2 – KOR antagonists, beta-arrestin recruitment, cell-based, luminescence, uHTS (AID 1778); KOR beta-arrestin recruitment, luminescence, antagonist mode; higher % means a stronger effect; one-dose inhibition, % at 10 µM; IC50 in µM for titrated hits; actives 0.091% (n = 290,000); also: strong numbers were not always called active
Dynein transport cytoplasmic EGFP – second read-out of Dynein transport, no call of its own (marks repeat the call); z-score; measured here: cytoplasmic GR-EGFP intensity; stronger effect = higher value
Dynein transport nuclear GR-EGFP – further read-out of Dynein transport, marked with its call; z-score; measured here: nuclear GR-EGFP intensity;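 lower value marks the stronger effect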
Dynein transport cell count – second read-out of Dynein transport, no call of its own (marks repeat the call); z-score; measured here: cell count per field
The depositor's hits bear a star; ? = inconclusive; / = no result given; [ ] = another dose, or the depositor's remark. Rule as the data show it, unless noted: active = inhibition above about 50%; inactive = the rest. Not all compounds are listed; rates above refer to the full screens.

SMILES	KOR beta-arrestin-1	GPR55 beta-arrestin	Dynein transport	Dynein transport cytoplasmic EGFP	Dynein transport nuclear GR-EGFP	Dynein transport cell count	M1AAP inhibition	AID2073	NOD1 NF-kB reporter	M17LAP inhibition	HEK293 NOD2/NF-kB	KOR beta-arrestin-2
COc1cc(/C=C2\SC(=S)N(CCC(=O)Nc3ccccn3)C2=O)cc(OC)c1OC	-3.7%	-0.1%	/	/	/	/	/	5%	-7%	/	4%	23%
Cc1ccc(N=CC2=C(O)CC(c3cccc(Cl)c3)CC2=O)cc1 (centres undefined)	-2.9%	-0.1%	0.19	-0.21	0.26	-0.25	5%	4%	1%	2%	19%	0%
Oc1cccc(/C=N/N(Cc2ccccc2)c2ccccc2)c1	2.6%	-0.4%	0.21	-0.31	0.32	-0.019	6%	0%	-4%	-3%	-14%	-14%
COc1ccc(-c2cc(COc3ccccc3)on2)cc1	-5.4%	0.1%	-0.053	-0.38	-0.15	0.81	1%	-8%	-56%	-1%	-33%	18%
CC(C)(C)n1nnnc1C(c1ccccc1F)N1CCN(C(=O)c2ccco2)CC1 (centres undefined)	-1.8%	0.2%	/	/	/	/	/	-2%	10%	/	13%	-5%
Cc1sc2c3ccsc3ccc2[n+]1C	1.8%	-0.5%	-1.5	-0.28	-0.17	1.6	12%	-5%	10%	25%	9%	-19%
O=C1c2ccccc2C(=O)N1CCCc1nc(-c2ccncc2)no1	-3.9%	-0.4%	-0.63	0.0014	-0.43	0.14	-5%	5%	-2%	-6%	27%	9%
CCCOc1cccc(C(=O)N/N=C/c2coc3ccccc3c2=O)c1	6.5%	-0.1%	/	/	/	/	/	16%	-25%	/	-20%	-2%
O=[N+]([O-])c1ccc(N2CCN(c3ccc(O)cc3)CC2)c(Cl)c1	1.0%	-0.3%	-0.32	-0.28	0.57	0.33	4%	-23%	-29%	-10%	-21%	4%
Cc1ccc(C)c(N(CC(=O)NCCSCc2ccco2)S(C)(=O)=O)c1	-9.6%	-0.3%	-0.41	-0.2	-0.21	0.49	-2%	27%	0%	0%	10%	-15%
COc1ccc2cc1Oc1ccc(cc1)C[C@H]1c3cc(c(OC)cc3CCN1C)Oc1c(O)c(OC)cc3c1[C@H](C2)N(C)CC3	-0.6%	-0.1%	-0.48	-0.59	-0.053	0.15	21%	0%	-3%	19%	18%	-1%
C/C(=N/NS(C)(=O)=O)c1ccc2ccccc2c1	-2.5%	0.3%	-0.29	-0.27	-0.25	0.13	2%	-1%	2%	7%	5%	3%
COc1ccc(C(=O)O/N=C(\N)Cc2ccc(Cl)cc2Cl)cc1OC	7.8%	1.4%	0.8	-0.23	0.47	-0.16	1%	-1%	55%	2%	-1%	21%
Cc1ccc(S(=O)(=O)NCc2cccnc2)c(C)c1	-1.0%	0.1%	/	/	/	/	/	3%	-18%	/	10%	-37%[20 µM]
CN(C)c1cccc2c(S(=O)(=O)Nc3ccccn3)cccc12	-2.3%	0.3%	-0.62	-0.19	-0.031	0.14	4%	14%	-14%	-6%	-5%	4%
O=C(N/N=C/c1ccc(C(=O)O)cc1)C(=O)N1CCCCCC1	5.0%	0.7%	/	/	/	/	/	0%	-39%	/	2%	-12%
Cc1cc(C)c(OCCCNCc2ccccc2)c(Br)c1	-3.5%	-0.1%	/	/	/	/	/	2%	-30%	/	-24%	-29%[20 µM]
COc1nc(NCC(C)C)nc(Oc2ccc(OCc3ccccc3)nn2)n1	-0.4%	-0.1%	1.5	-0.23	0.96	-1.3	3%	4%	-15%	10%	-3%	-16%
CCOc1ccc(N(C(=O)CNC(=O)c2ccco2)C(C(=O)NC2CCCC2)c2cccnc2)cc1 (centres undefined)	-2.9%	?	/	/	/	/	/	8%	-19%	/	13%	-3%
OCCNCc1cccc(OCc2ccc(Cl)cc2)c1	-3.8%	-0.1%	0.39	-0.34	0.39	0.45	5%	-4%	-22%	8%	-7%	-20%[20 µM]
O=C(NNS(=O)(=O)c1ccc(F)cc1F)C1Cc2c(ccc3ccccc23)O1 (centres undefined)	2.6%	-0.2%	-0.65	-0.22	-0.6	0.32	4%	8%	28%	6%	22%	-2%
CCCC(=O)Nc1cc(=O)[nH]c2ncnn12	9.6%	-0.1%	-0.89	-0.33	-0.15	0.7	-3%	7%	13%	1%	3%	-9%
Cc1cc(C)c(S(=O)(=O)N2C=CC(C(F)(F)F)=NCC2)c(C)c1	-6.5%	-0.1%	-0.24	-0.45	-0.019	0.57	7%	2%	-15%	10%	-14%	8%
CSc1nnc(C)c(=O)n1COC(=O)c1ccccc1	-3.4%	-0.7%	-0.8	-0.18	-0.41	0.21	6%	-6%	-4%	5%	-25%	12%

An excerpt from above, reduced to HEK293 NOD2/NF-kB:
molecule,HEK293 NOD2/NF-kB
CN(C)c1cccc2c(S(=O)(=O)Nc3ccccn3)cccc12,-5%
O=C(N/N=C/c1ccc(C(=O)O)cc1)C(=O)N1CCCCCC1,2%

More records follow:
SMILES	KOR beta-arrestin-1	GPR55 beta-arrestin	Dynein transport	Dynein transport cytoplasmic EGFP	Dynein transport nuclear GR-EGFP	Dynein transport cell count	M1AAP inhibition	AID2073	NOD1 NF-kB reporter	M17LAP inhibition	HEK293 NOD2/NF-kB	KOR beta-arrestin-2
COc1cc(C(=S)N2CCCC2)ccc1OCc1ccccc1	6.3%	-0.1%	/	/	/	/	/	30%	-32%	/	-20%	3%
COc1ccc(/C=N/N2CCN(c3ccccc3OC)CC2)cc1OC	-0.2%	-0.3%	1.8	-0.2	0.6	-1.4	2%	3%	-22%	4%	-1%	-7%
Cc1cc(OCCN2CCOCC2)nc2ccccc12	-1.1%	-0.1%	-0.52	-0.35	0.063	0.43	1%	5%	10%	-8%	9%	7%
COc1cc(NC(=O)COC(=O)c2n[nH]c3ccccc23)c(C)cc1[N+](=O)[O-]	-1.2%	-0.1%	2.5	-0.22	1.1	-0.7	9%	18%	-25%	0%	24%	-7%
Cn1cc(C(=O)N2CCc3ccccc32)cn1	2.0%	0.0%	0.31	-0.085	0.28	-0.59	-1%	-5%	-31%	1%	-30%	-7%
COCCCNC(=S)N(Cc1ccccc1)Cc1ccc(F)cc1	-1.4%	1.3%	-1.2	-0.31	-0.24	1.2	1%	8%	-18%	5%	-7%	-13%
O=C(Nc1nc2c(Cl)cccc2s1)c1ccc(Br)o1	1.6%	0.3%	1.9	-0.1	1.2	-1.6	6%	16%	-3%	1%	-2%	10%
Cc1ccc(S(=O)(=O)N/N=C\c2ccc([N+](=O)[O-])o2)cc1C	-3.4%	-0.2%	/	/	/	/	/	-5%	2%	/	33%	25%
CCOc1ccccc1NC(=O)Cn1c(C)cc(COC)c(C#N)c1=O	-7.2%	-0.2%	1.3	-0.13	0.74	-1.4	8%	9%	32%	9%	20%	9%
Cn1c(NC(=O)c2ccc(S(=O)(=O)N3CCOCC3)cc2)cc(=O)n(C)c1=O	-2.8%	-0.2%	0.25	-0.19	0.41	-0.4	-1%	20%	-3%	9%	10%	-10%
CC1CCc2sc(C(=O)NN=C3CCC(c4ccccc4)CC3)cc2C1 (centres undefined)	3.2%	-0.1%	-0.2	-0.32	-0.36	0.5	4%	19%	40%	7%	6%	-24%
CCNC(=O)/C=C/c1ccccc1[N+](=O)[O-]	-3.1%	0.0%	0.17	-0.23	-0.066	0.53	14%	1%	-25%	7%	9%	8%

Fetched by compound from the list above, five records:
SMILES	KOR beta-arrestin-1	GPR55 beta-arrestin	Dynein transport	Dynein transport cytoplasmic EGFP	Dynein transport nuclear GR-EGFP	Dynein transport cell count	M1AAP inhibition	AID2073	NOD1 NF-kB reporter	M17LAP inhibition	HEK293 NOD2/NF-kB	KOR beta-arrestin-2
O=[N+]([O-])c1ccc(N2CCN(c3ccc(O)cc3)CC2)c(Cl)c1	1.0%	-0.3%	-0.32	-0.28	0.57	0.33	4%	-23%	-29%	-10%	-21%	4%
CSc1nnc(C)c(=O)n1COC(=O)c1ccccc1	-3.4%	-0.7%	-0.8	-0.18	-0.41	0.21	6%	-6%	-4%	5%	-25%	12%
CCOc1ccc(N(C(=O)CNC(=O)c2ccco2)C(C(=O)NC2CCCC2)c2cccnc2)cc1 (centres undefined)	-2.9%	?	/	/	/	/	/	8%	-19%	/	13%	-3%
O=C1c2ccccc2C(=O)N1CCCc1nc(-c2ccncc2)no1	-3.9%	-0.4%	-0.63	0.0014	-0.43	0.14	-5%	5%	-2%	-6%	27%	9%
Cc1ccc(S(=O)(=O)N/N=C\c2ccc([N+](=O)[O-])o2)cc1C	-3.4%	-0.2%	/	/	/	/	/	-5%	2%	/	33%	25%

The main list resumes, repeating the two entries before the break.
SMILES	KOR beta-arrestin-1	GPR55 beta-arrestin	Dynein transport	Dynein transport cytoplasmic EGFP	Dynein transport nuclear GR-EGFP	Dynein transport cell count	M1AAP inhibition	AID2073	NOD1 NF-kB reporter	M17LAP inhibition	HEK293 NOD2/NF-kB	KOR beta-arrestin-2
CC1CCc2sc(C(=O)NN=C3CCC(c4ccccc4)CC3)cc2C1 (centres undefined)	3.2%	-0.1%	-0.2	-0.32	-0.36	0.5	4%	19%	40%	7%	6%	-24%
CCNC(=O)/C=C/c1ccccc1[N+](=O)[O-]	-3.1%	0.0%	0.17	-0.23	-0.066	0.53	14%	1%	-25%	7%	9%	8%
Cc1ccc(-c2cc(-c3ccc(C)o3)nc(N)c2C#N)cc1	2.0%	0.6%	-2.9	0.95	-1.5	0.39	14%	15%	14%	-24%	13%	-18%
CC(=O)N(Cc1ccc(F)cc1)c1cccc(C)c1C	-1.7%	-0.1%	-1.2	-0.32	-0.068	0.13	3%	1%	-4%	5%	12%	-35%[20 µM]
CS(=O)(=O)N(CC(=O)NCCSc1ccc(Cl)cc1)c1ccc2c(c1)OCO2	-2.8%	-0.2%	-0.63	-0.23	-0.059	-0.3	-1%	-4%	-16%	-3%	-7%	-12%
CCOC(=O)c1c(/N=C/N(C)C)sc(/C=N/Nc2ccccc2)c1-c1ccc(Cl)cc1	-3.0%	0.3%	2.3	0.63	0.63	-1.1	17%	28%	-45%	0%	-30%	16%
